Assay outcomes as filed in PubChem.
HTT ATP protect: protects HTT-Q103 PC12 cells, measured by ATP. Potency, µM (top dose mostly 56.4 µM), for the others: cytoprotection (ATP increase), actives largely listed as activators. AID 1471. PC12 HTT-Q103 induced, cytoprotection, ATP luminescence, 40 h. 0.14% of 230,000 active;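 also: % of control where 0% means no effect; nearly all actives have a fitted effect of over 45% in size; toxic huntingtin expression switched on by the ecdysone agonist tebufenozide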
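ATP quantification (ATPlite) reports survival of PC12 cells in which tebufenozide, 100 nM final, switches on Htt exon 1 with 103 glutamines linked to GFP; compounds are titrated.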
Tau FP inhib: inhibitors of human tau fibril formation; Potency, µM (highest dose often 57.7 µM), inactives show top-dose activity, negative = inhibition, most hits filed as inhibitors; K18 P301L tau heparin fibrillization, Alexa594 FP, 6 h; 0.39% of 280,000 active; AID 1468; also: % is scaled to controls: 0 for no effect and ±100 for the full control effect; nearly all actives have a fitted effect of over 55% in size
Target sequence (P10636 561-689 P618L limits assumed): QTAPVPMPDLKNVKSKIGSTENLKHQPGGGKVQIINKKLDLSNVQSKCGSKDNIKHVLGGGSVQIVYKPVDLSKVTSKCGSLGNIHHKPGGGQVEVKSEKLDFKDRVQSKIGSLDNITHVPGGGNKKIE
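Human K18 P301L fragment (15 uM unlabeled plus 0.24 uM Alexa 594-labeled) in 100 mM sodium acetate pH 7 with compound, aggregation induced by 20 uM heparin for 6 hr at 37 C. ThT (30 uM) added for 1 hr, then Alexa 594 FP read.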
RECQ1 helicase: inhibitors of human RECQ1 DNA helicase | P46063 | RECQ1 DNA unwinding, red fluorescence kinetic read | Potency, µM (doses to about 57.3 µM), inactives show top-dose activity, negative = inhibition, usual class: inhibitors | 0.54% of 240,000 active | AID 2549;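 also: plate controls were vehicle for no effect and no enzyme for full effect; nearly all actives have a fitted effect of over 30% in size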
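RECQ1T1 50 nM; forked duplex (20 bp + 30-nt ss tails) 200 nM, ATP 2 mM final; pH 8.0, 2 mM MgCl2, 2.5 ug/ml poly(dI-dC); 15 min compound preincubation; discontinuous kinetic read over 2 h at RT.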
TR SRC2 fluor cs: Texas Red fluorescence interference in TRb-SRC2 counter-screen. TRb/SRC2 Texas Red total fluorescence interference. 0.29% of 280,000 active. Potency, µM (series often up to 106 µM), without a hit: at the top dose fluorescence change, negative = quenching; active = well fitted curve in either direction with a large enough effect; inconclusive = small, poorly fitted or top-dose-only effect; also: % is scaled to controls: 0 for no effect and ±100 for the full control effect
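Human TRβ ligand-binding domain (0.6 uM) and Texas Red SRC2 peptide (20 nM) in Tris buffer with 1 uM T3 and 5% DMSO were incubated with pinned compound for 5 hr at ambient temperature. Total fluorescence was computed as S + 2P (555/632 nm).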
Tau ThT inhib: inhibitors of human tau fibril formation, thioflavin T binding; P10636; recombinant tau K18 P301L, heparin-induced fibrillization, ThT fluorescence; Potency, µM (doses to about 57.4 µM), for inactives: at the top dose activity, negative = inhibition, actives largely listed as inhibitors; 2.1% of 270,000 active; also: % is scaled to controls: 0 for no effect and ±100 for the full control effect; nearly all actives have a fitted effect of over 55% in size
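In this qHTS, human K18 P301L tau is incubated with compound and heparin for 6 hr at 37 C, and Thioflavin T fluorescence then reports fibril load.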
TRb SRC2 PPI: inhibitors of human thyroid hormone receptor beta-SRC2 interaction; P10828; TRbeta-SRC2 peptide binding, fluorescence polarization; receptor liganded with 1 µM T3; Potency, µM (titrated, usually from 106 µM), without a hit: at the top dose activity change, negative = inhibition, actives largely listed as inhibitors; 0.065% of 280,000 active; AID 1469;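 also: plate controls were bound peptide for no effect and peptide without receptor for full effect; nearly all actives have a fitted effect of over 50% in size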
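Polarization signal, normalized between peptide-alone and full complex controls, measured compound effects on T3-liganded human TRb LBD (0.6 uM) binding 20 nM Texas Red SRC2 peptide after 5 hr.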
Tau fluor cs: counter-screen for tau fibril formation inhibitors | Potency, µM (highest dose often 57.7 µM), for the others: top-dose activity change, negative = decrease | 0.93% of 280,000 active | tau K18 P301L Alexa594 fluorescence, heparin fibrillization; also: % is scaled to controls: 0 for no effect and ±100 for the full control effect; nearly all actives have a fitted effect of over 55% in size
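Human tau K18 P301L (15 uM unlabeled, 0.24 uM Alexa 594-labeled) in 100 mM sodium acetate pH 7 with 20 uM heparin, 6 hr at 37 C. ThT 30 uM added, 1 hr ambient; Alexa 594 FP and total fluorescence read at 555/632 nm.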
L3MBTL1 block: L3MBTL1 (human) inhibition; 0.66% of 230,000 active; AlphaScreen L3MBTL1–H3K9me1 peptide binding; Potency, µM (highest dose often 57.1 µM), without a hit: top-dose activity, negative = inhibition, most hits filed as inhibitors; also: % is scaled to controls: 0 for no effect and ±100 for the full control effect; nearly all actives have a fitted effect of over 60% in size
Target sequence (Q9Y468 whole entry, looked up): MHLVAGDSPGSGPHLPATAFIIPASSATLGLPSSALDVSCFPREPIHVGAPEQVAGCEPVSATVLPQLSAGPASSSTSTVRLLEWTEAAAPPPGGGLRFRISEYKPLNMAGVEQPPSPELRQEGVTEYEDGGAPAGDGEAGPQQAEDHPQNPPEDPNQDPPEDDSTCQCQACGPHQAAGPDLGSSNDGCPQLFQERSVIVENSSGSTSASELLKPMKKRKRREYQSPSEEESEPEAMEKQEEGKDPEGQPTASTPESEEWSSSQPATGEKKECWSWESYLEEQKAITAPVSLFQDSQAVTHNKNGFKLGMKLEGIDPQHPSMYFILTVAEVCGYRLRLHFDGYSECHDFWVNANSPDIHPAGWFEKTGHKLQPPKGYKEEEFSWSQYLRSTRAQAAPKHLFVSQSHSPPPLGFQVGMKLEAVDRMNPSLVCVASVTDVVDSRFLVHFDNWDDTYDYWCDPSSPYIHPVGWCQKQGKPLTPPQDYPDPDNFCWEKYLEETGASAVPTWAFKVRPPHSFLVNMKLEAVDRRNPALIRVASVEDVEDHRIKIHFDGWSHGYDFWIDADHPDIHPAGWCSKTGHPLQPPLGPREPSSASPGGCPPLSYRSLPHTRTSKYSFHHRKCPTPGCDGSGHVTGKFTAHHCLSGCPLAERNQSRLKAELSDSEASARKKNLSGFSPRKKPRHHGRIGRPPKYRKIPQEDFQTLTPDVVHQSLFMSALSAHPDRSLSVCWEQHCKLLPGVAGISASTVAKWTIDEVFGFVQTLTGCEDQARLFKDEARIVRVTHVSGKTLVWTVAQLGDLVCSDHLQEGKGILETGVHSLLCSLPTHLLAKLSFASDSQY
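Read-out is AlphaScreen signal from streptavidin donor and nickel chelate acceptor beads (10 ug/mL final each) bridging L3MBTL1 (50 nM) and biotinylated K9-monomethylated H3(1-15) peptide (75 nM), after 30 min compound exposure at room temperature.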
Starred values were filed as active, the others as inactive; i = inactive; u = inconclusive; x = no result given; & = joins results of further samples; [ ] = another dose, or the depositor's remark. Unless noted, calls follow the shape of the dose curve; as a rule, active = well fitted curve in the direction sought with a large enough effect; inconclusive = small, poorly fitted or top-dose-only effect, or another doubt; inactive = no such curve, though single readings can be large; an effect the other way counts as inactive or inconclusive. Potency is read from the fitted curve at half-maximal effect.

structure	RECQ1 helicase	TR SRC2 fluor cs	Tau FP inhib	L3MBTL1 block	HTT ATP protect	Tau fluor cs	TRb SRC2 PPI	Tau ThT inhib
COc1ccc(NC(=O)c2cn(-c3ccccc3)nc2-c2cc3ccccc3o2)cc1	7%	-1%	u	-2%	-21%	u	6%	-2%
COc1cccc(C2(c3cccc(OC)c3)CC2C(=O)Nc2ccc(F)cc2)c1 (centres undefined)	-2%	-3%	-8%	7%	0%[10 µM]	-10%	4%	11%
CCCSc1nc2c([nH]c3ccccc32)c(=O)n1C	x	-2%	-10%	x	x	-19%	-1%	-9%
O=C(O)c1ccc(S(=O)(=O)N(Cl)Cl)cc1	-1%	-2%&-1%	-9%	x	u	-14%	-2%&-4%	-5%
CN1CCN(C(=O)c2ccc3c(=O)n4c(nc3c2)CCCCC4)CC1	-6%	-3%	0%	7%	4%	0%	-1%	2%
CC(C)COc1ccc(S(=O)(=O)n2cc(F)c(=O)[nH]c2=O)cc1	-14%	-3%[53 µM]	4%	5%	10%[10 µM]	3%	-3%[53 µM]	-2%
Cc1noc(C(=O)NCc2cccnc2)c1Cl	i	-4%	-1%	7%	-16%	3%	-4%	4%
Cc1ccccc1N(Cc1nnc2n1CCCCC2)C(=O)Nc1ccccc1	-7%	-1%	-1%	6%	2%[10 µM]	-2%	-9%	-6%
COC(=O)c1ccc(/C=N/NS(=O)(=O)c2cc(C)ccc2C)cc1	i	0%	-6%	10%	-15%[10 µM]	-17%	-3%	u
COc1ccc2oc(=O)c(C(=O)N3CCc4ccccc43)cc2c1	i	-3%	-7%	x	-23%[10 µM]	-8%	-5%	-10%
CCC(C)(C)n1nnnc1C(c1ccc(C)cc1)N1CCN(C(=O)c2ccco2)CC1 (centres undefined)	i	0%	-7%	-2%	-11%[1.9 µM]	-3%	-5%	-3%
COC(=O)[C@@H]1[C@@H]2C[C@H]3c4[nH]c5cc(OC)ccc5c4CCN3C[C@@H]2C[C@H](OC(=O)c2cc(OC)c(OC)c(OC)c2)[C@H]1OC	-8%[25.9 µM]	9%[53 µM]	x	x	-34%[inhibitor][17.1 µM]	x	10%[53 µM]	x
CCOc1ccc(NC(=O)CCSc2ccc(C)cc2)cc1	-4%	4%	3%	6%	-5%[10 µM]	-18%	13%	-11%
CC1Cc2ccccc2N1C(=O)CSc1nnc(-c2ccccc2Cl)o1 (centres undefined)	x	-23%	-11%	x	x	-22%	3%	-6%
CC(=O)SCC(=O)N=c1sc2cc(F)ccc2n1C	i	2%	3%	x	11%	1%	0%	-12%

Entries of single compounds, quoted from the list. Order of values: RECQ1 helicase	TR SRC2 fluor cs	Tau FP inhib	L3MBTL1 block	HTT ATP protect	Tau fluor cs	TRb SRC2 PPI	Tau ThT inhib
COc1ccc(NC(=O)c2cn(-c3ccccc3)nc2-c2cc3ccccc3o2)cc1 as listed: 7%	-1%	u	-2%	-21%	u	6%	-2%
COC(=O)c1ccc(/C=N/NS(=O)(=O)c2cc(C)ccc2C)cc1 as listed: i	0%	-6%	10%	-15%[10 µM]	-17%	-3%	u
O=C(O)c1ccc(S(=O)(=O)N(Cl)Cl)cc1 as listed: -1%	-2%&-1%	-9%	x	u	-14%	-2%&-4%	-5%
CC(=O)SCC(=O)N=c1sc2cc(F)ccc2n1C as listed: i	2%	3%	x	11%	1%	0%	-12%
COc1cccc(C2(c3cccc(OC)c3)CC2C(=O)Nc2ccc(F)cc2)c1 (centres undefined) as listed: -2%	-3%	-8%	7%	0%[10 µM]	-10%	4%	11%

New compounds follow.
structure	RECQ1 helicase	TR SRC2 fluor cs	Tau FP inhib	L3MBTL1 block	HTT ATP protect	Tau fluor cs	TRb SRC2 PPI	Tau ThT inhib
O=S(=O)(c1cccc(Cl)c1)N1CCCC1	3%	-3%	4%	0%[11.4 µM]	16%	5%	0%	-4%
CCOc1ccccc1OCCCOc1ccc(C)cc1Cl	-8%	-3%	u	94%[activator]	-16%	-12%	-2%	-18%
Cc1ccc(/C=N/NC(=O)c2ccncc2)o1	3%	-2%	-3%	0%	-1%[10 µM]	-4%	14%	1%
CCOC(=O)N1CCN(Cc2cc(=O)oc3ccc4ccccc4c23)CC1	0%	0%	3%	14%[11.4 µM]	8%[0.074 µM]	5%	-9%	-8%
CCOC(=O)C(C(=O)Nc1ccc(C)cc1)C1CCCCC1 (centres undefined)	-10%	-3%	7%	x	-1%[10 µM]	-12%	2%	-16%
CC1CCCN(CC(O)COc2ccc(Cl)cc2)C1 (centres undefined)	-12%	1%	-3%	-1%	-21%	-10%	-11%	-11%
CCN1C(=O)c2cccc3c(NC(=O)c4cccc(N5C(=O)CCC5=O)c4)ccc1c23	-3%	-2%	-8%	-3%	-18%	-3%	4%	u
COc1cc(OC)c(C2=NOC(C(=O)NCc3cccs3)C2)cc1Cl (centres undefined)	14%	-1%	-3%	-2%	-63%[inhibitor]	-20%	3%	-6%
O=S(=O)(Nc1ccc2c(c1)nc1n2CCOC1)c1ccccc1	-3%	1%	-1%	12%	30%[10 µM]	-15%	4%	-16%
COC(=O)/C(C#N)=C/c1cc(C)sc1C	-6%	-1%	-5%	11%	-15%[10 µM]	-8%	2%	-2%
O=C(Nc1cc2c3c(c1)C1CCCC1CN3CC1CCCC21)c1ccccc1 (centres undefined)	4%	-6%	-2%	-4%	-56%[inhibitor]	u	4%	u
COc1cccc(N2CCN(C(=O)CN3CCSc4ccc(S(=O)(=O)N(C)C)cc43)CC2)c1	x	-4%	0%	x	x	-19%	-2%	-5%
COc1ccc(-n2nc3cc(C)c(N)c(Br)c3n2)cc1	-11%	-28%	u	-2%	-81%[inhibitor]	u	u	14µM*
Cn1c2ccccc2c2cnn(CC(=O)NCCCN3CCN(c4ccccc4F)CC3)c(=O)c21	x	-1%	-5%	x	x	-4%	-5%	2%
OC(COCc1ccccc1)CN1CCc2ccccc2C1 (centres undefined)	-8%	2%	-1%	-2%	15%[10 µM]	-10%	-5%	-10%
Cn1ccc(=NC=C(C#N)C#N)c2ccccc21	-10%	-3%	3%	7%	-21%	1%	-12%	u
Brc1ccc(-c2c[n+]3c(n2-c2ccccc2)SCC3)cc1	1%	1%	-2%	9%	-3%[10 µM]	-5%	3%	0%
Fc1ccc(C2CC(c3cccs3)=NN2C(=S)Nc2ccccc2)cc1 (centres undefined)	-7%	-8%	-1%	0%	-1%[1.9 µM]	-17%	9%	-2%
Cc1ccc(/C=N\NC(=O)c2cc([N+](=O)[O-])cc([N+](=O)[O-])c2)o1	-4%	-4%	4%	6%	10%[10 µM]	-19%	-2%	-17%
CCOC(=O)N1CCN(CC(O)COc2ccccc2C(C)(C)C)CC1 (centres undefined)	-4%	-2%[53 µM]	-3%	12%	8%[10 µM]	8%	-1%[53 µM]	2%
COc1ccc(N2CCN(C(=O)c3ccc(NS(=O)(=O)c4cccc(F)c4)cc3)CC2)cc1	6%	-7%	3%	x	-3%[0.074 µM]	-25%	-3%	-13%
Cc1cccc(C2=NN(c3ccccc3)[C@H](CO)[C@H]2c2ccc(Cl)cc2)c1	-21%[81.1 µM]	3%	u	83%[activator]	-156%[inhibitor]	11µM*[quencher]	8%	u
O=C(CCNC(=O)c1ccc(Br)o1)NCc1ccccc1Cl	14%	-3%	0%	-5%	-4%[0.074 µM]	8%	3%	-11%
COc1cc(/C=N/n2nnnc2N)ccc1O	-3%	-3%	6%	0%	0%	-2%	0%	-14%
COc1ccccc1CNC(=O)CCCn1nc(C)c2sc3ccccc3c2c1=O	x	-1%	u	x	x	-8%	-4%	-12%
N#Cc1c(-c2cccc(Cl)c2)[nH]c(=S)[nH]c1=O	-22%	-6%	-1%	11%	-19%[10 µM]	-5%	7%	-3%
CC(C)Oc1ccc(C(=O)Nc2nonc2-c2ccc(OC(C)C)cc2)cc1	x	1%	u	x	x	-17%	-11%	2%
CCC(=O)CCC(=O)c1ccc2ccccc2c1	1%	1%	-2%	17%	-28%[10 µM]	-7%	2%	0%
Cc1nc2ccc(C(=O)c3ccccc3)cc2[nH]1	-8%	-4%	-2%	1%	-10%	0%	-1%	2%
Cc1sc2ncnc(NCc3cccs3)c2c1C	-5%	-4%	7%	1%	-49%[inhibitor]	-3%	0%	-5%
CCN1CCN(C(=O)CN(C)S(=O)(=O)c2ccc3ccccc3c2)CC1	i	-1%	11%	0%	12%[10 µM]	1%	-4%	-1%
Cc1cc([N+](=O)[O-])ccc1NC(=S)NC(=O)C(c1ccccc1)c1ccccc1	-24%	1%	-6%	x	-46%[inhibitor]	u	3%	-22%
O=C(O)CNC(=S)N(Cc1ccc(F)cc1)C1CCCCC1	-5%	1%	0%	x	-10%	-4%	2%	-3%
CCS(=O)(=O)c1ccc(-c2csc(-c3ccccc3Cl)n2)c(Cl)c1Cl	i	-3%	-14%	2%	27%[10 µM]	-26%	-2%	-9%
CC(=O)c1cccc(NC(=S)NNC(=O)c2ccco2)c1	5%	1%	-1%	8%	-41%[inhibitor]	-10%	0%	u

A portion of the library; rates above refer to the full screens.
